# Growth percent in the NCI-60 one-dose screen (48 h, 10 µM unless noted): 100 = growth as untreated, 0 = no growth, -100 = all killed.
# 786-0: 786-0 renal cancer cells. actives 5.1% (n = 81,000). AID 1794775
# UO-31: UO-31 renal cancer. actives 5.2% (n = 81,000)
# SN12C: SN12C renal cancer cells. actives 3.8% (n = 81,000). AID 1794767
# SF-295: SF-295 CNS cancer cells | actives 5.6% (n = 79,000) | AID 1794758
# TK-10: TK-10 renal cancer cells; actives 3.9% (n = 81,000); AID 1794769
# DU-145: DU-145 prostate cancer. actives 4.2% (n = 81,000). AID 1794760
# SF-539: SF-539 CNS cancer; actives 6.8% (n = 81,000)
# U251: U251 CNS tumor cells; actives 5.4% (n = 80,000); AID 1794753
# PC-3: PC-3 prostate cancer cells | AID 1794754 | actives 3.9% (n = 80,000)
# * hit, by the source's call; · = no result given; & = joins results of further samples. The calls were made as follows: active = growth percent below 10; inactive = the rest.
compound	786-0	UO-31	SN12C	SF-295	TK-10	DU-145	SF-539	U251	PC-3
CC(C)C(C(=O)N(C)CC(O)c1ccc(O)cc1)N1C(=O)/C(=C/c2ccc(Br)cc2)SC1=S (stereo not drawn)	·	87	90	102	126	95	102	98	86
CCCC1(CC)C(=O)NC(=O)N=C1N (stereo not drawn)	106	85	103	97	113	115	100	96	89
CC(=O)OCC1O[C@@H](OC(C)=O)[C@@H](NC(=O)NS(=O)(=O)c2ccc(CCNC(=O)c3ccc(Cl)cc3)cc2)C(OC(C)=O)[C@@H]1OC(C)=O (stereo partly drawn)	99	89	101	97	96	115	92	107	101
CN(C)c1ccc(C=Nc2ccc3c(c2)/C(=C/c2ccc(N(C)C)cc2)c2ccccc2-3)cc1	98	63	93	89	94	105	82	85	58
Nc1ccc(-c2cc(-c3ccccn3)n(C=O)n2)cc1	105	83	108	103	·	117	91	88	91
Cc1c(O)c(N=Nc2ccc(C(=O)O)c(O)c2)c2ccccc2c1O	104	74	96	116	116	94	82	101	77
CN(/C(N)=N/N=C(\c1ccccc1)c1ccccn1)C1CCCCC1	104	89	104	108	103	106	103	97	87
C/C(=C(/C)C1CC1CCN(C(=O)c1ccc([N+](=O)[O-])cc1)S(=O)(=O)c1ccc(C)cc1)C1CCCC1 (stereo not drawn)	104	90	94	93	102	106	97	98	93
O=S(=O)(O)c1c(O)ccc2ccccc12	99&120	89&71	101&97	104	99&112	104&121	101&101	97&113	77&100
Nc1nc2ncc(CCNc3ccc(C(=O)O)cc3)nc2c(=O)[nH]1	104	87	106	110	103	128	101	109	92
COc1ccc(CNCCNCc2ccc(OC)cc2)cc1	99	83	·	102	96	101	102	103	86
NC(=O)C1(Nc2ccc([N+](=O)[O-])cc2)CCCC1	95	85	93	92	104	144	113	103	90
CCOC(=O)c1c(C)nn(CC(O)c2ccccc2)c1NC(=O)Nc1cccc(F)c1 (stereo not drawn)	89	75	84	79	110	94	99	93	77
COc1ccc(CC2c3cc(OC)c(OC)cc3CC[N+]2(C)CCC(=O)OCCCCCOC(=O)CC[N+]2(C)CCc3cc(OC)c(OC)cc3C2Cc2ccc(OC)c(OC)c2)cc1OC (stereo not drawn)	103	66	81	93	124	100	100	93	90
Nc1nc2c(s1)CCc1c-2cn(S(=O)(=O)c2ccccc2)c1-c1ccccc1	98	65	88	87	105	92	88	79	71
Cc1ccc(S(=O)(=O)Oc2ccc(Cl)cc2Cl)cc1	92	92	97	97	105	94	88	94	98
CN(C)c1ccc(/C=C2\Cc3c(Br)cccc3C2=O)cc1	75	55	94	87	·	89	97	83	67
O=C1CC2CC=CCN2C=C1NC(=O)c1cccs1 (stereo not drawn)	99	101	102	95	103	111	95	95	90
CCOC(=O)C1=C(C)N=C2SC=C(c3ccccc3)N2[C@H]1c1cn(-c2ccccc2)nc1-c1ccc(F)cc1	89	66	83	94	109	104	98	87	69
Cn1c(=O)c2c(nc(Br)n2CC(=O)Nc2cccc3ccccc23)n(C)c1=O	103	78	97	109	168	106	92	99	97
COc1ccc(-c2ccc(-c3ccc(C(=N)N)nc3)s2)cc1Cl	-90*	-95*	-82*	-78*	95	-92*	-91*	-72*	-28*
O=C(Nc1cccc(-c2nc3ccccc3c(=O)[nH]2)c1)c1cccnc1	97	70	88	91	112	103	92	92	81
O=C1c2ccccc2C(=O)N1/N=C/c1cc(Br)ccc1O	100	76	83	136	110	148	103	104	99
COc1ccc(-c2ccc(NNC(=O)c3ccc(Br)cc3)nn2)cc1OC	84	80	99	104	95	102	92	100	89
COc1ccc(N2CCN(C(=O)CCSc3nc4sc5c(c4c(=O)n3Cc3ccccc3)CCCC5)CC2)cc1	95	75	96	88	120	87	96	94	69

# Among those listed so far, these contain a nitro group on carbon:
compound	786-0	UO-31	SN12C	SF-295	TK-10	DU-145	SF-539	U251	PC-3
C/C(=C(/C)C1CC1CCN(C(=O)c1ccc([N+](=O)[O-])cc1)S(=O)(=O)c1ccc(C)cc1)C1CCCC1 (stereo not drawn)	104	90	94	93	102	106	97	98	93
NC(=O)C1(Nc2ccc([N+](=O)[O-])cc2)CCCC1	95	85	93	92	104	144	113	103	90

# (cont.)
compound	786-0	UO-31	SN12C	SF-295	TK-10	DU-145	SF-539	U251	PC-3
O=C1C(Cl)C(c2ccc(Br)cc2)N1n1cnnc1 (stereo not drawn)	97	87	97	102	106	108	92	102	90
O=c1[nH]c2cc([N+](=O)[O-])ccc2c2ccccc12	73	50	82	107	81	102	95	79	96
CC(=O)O[C@]1(C(C)=O)CCC2C3C=C(Cl)C4=CC(=O)CC[C@]4(C)C3CC[C@@]21C (stereo partly drawn)	90	71	90	87	89	99	86	90	59
CC(=O)/C(=C/c1ccc(-c2ccccc2)cc1)C(=O)c1ccccc1	92	76	93	92	103	87	85	61	63
CCOC(=O)/C=C1/S/C(=N\N=C\c2ccc(OS(=O)(=O)C(F)(F)C(F)(F)C(F)(F)C(F)(F)C(F)(F)C(F)(F)C(F)(F)C(F)(F)F)cc2)N(c2ccccc2)C1=O	102	87	101	107	150	115	96	108	102
CCOc1ccccc1Br	110	102	100	116	110	117	104	128	94
Cc1ccc(-c2[nH]ncc2CNCCSc2nccn2C)cc1	98	89	101	101	101	106	108	99	93
COc1ccc(-c2nnc(COc3ccc(C(=O)/C=C/c4ccccn4)cc3)o2)cc1	123	85	98	·	125	115	101	·	97
Clc1ccc2c(c1)nc1n2CCCC1	88	90	105	105	87	122	100	105	102
Cc1ccc(/C(=N\N=C(N)N)c2ccccc2)cc1	-70*	25	27	1.4*	42	10	-24*	13	14
S=c1[nH]c2ccccc2o1	97	89	101	96	97	104	90	97	99
C=CCSc1nc2cc3c(C)c(CC)c(=O)oc3c(C)c2o1	106	94	106	105	96	108	103	108	104
CC(C)(C)c1ccc(OCCCCCl)cc1	98	88	108	105	100	113	96	105	100
O=C(O)C(c1cccs1)C1(O)CCCCC1 (stereo not drawn)	103	83	101	111	104	115	96	112	99
C=NNc1nc2ccccc2s1	111	76	95	·	124	113	101	87	80
CCC(=O)OC(C)COc1ccc(C(C)(C)C)cc1 (stereo not drawn)	99	92	106	107	113	109	106	96	96
CS(=O)(=O)OCC(O)C(O)C(O)C(O)COS(C)(=O)=O (stereo not drawn)	97	93	96	96	86	115	84	93	113
N#CC1(c2ccccc2)C(c2ccccc2)CC(=O)CC1c1ccccc1 (stereo not drawn)	80	60	82	59	94	97	95	88	62
Cn1ccnc1C(=O)/C=C/c1ccc(C(=O)Nc2ccc(Cl)cc2)cc1	-79*	-75*	0.4*	27	17	11	-73*	-50*	-6.8*
N#CC(OC(=O)c1ccccc1)c1ccccc1 (stereo not drawn)	98&99	95&106	103&91	113&99	99&107	111&106	102&98	102&99	97&92
CCOC(=O)C=O	107	91	105	100	111	105	101	106	101
CCCCCc1nc2c(c3c1CCCC3)CCCC2	85	47	93	82	77	114	93	84	65
O=C(c1ccccc1)c1ccc(O)c(O)c1O	91	59	87	99	120	123	92	94	103
NC(=O)c1ccccc1OCC(=O)O	110	100	104	134	112	112	107	98	120
Cn1c(=O)[nH]c(=O)c2nc(CCC(=O)NCCCC(=O)O)c(=O)[nH]c21	104	83	97	101	102	112	94	95	·
O=C1NN(C(=S)N/N=C/c2ccc(Cl)cc2)C(=O)C2C=CC=CC12 (stereo not drawn)	73	56	91	81	111	87	70	48	31
Cc1ccc(C2=C/C(=C/c3ccc(Br)cc3)C(=O)N2CCc2ccc(S(N)(=O)=O)cc2)cc1	97	62	96	101	110	104	97	95	88
O=C1CN(Cc2ccc(C(=O)NO)cc2)C(=O)[C@H](Cc2c[nH]c3ccccc23)N1	95	89	98	106	101	108	96	95	97
CCOC(=O)C(C#N)Cc1ccccc1 (stereo not drawn)	109	95	103	104	106	·	114	112	90
CCOC(=O)C1CC(c2ccccc2)=NN1c1ccccc1 (stereo not drawn)	97	98	106	103	100	108	96	98	93
CC(C)(C)Nc1nc2c(OCCc3ccccc3)cccn2c1-c1cccc(Oc2ccccc2)c1	8.5*	5.5*	12	6.5*	22	26	-0.9*	13	18
Cc1ccc(N)c(O)c1	91	84	115	121	158	115	99	93	76
C[C@H](c1ccccc1)N1C(=O)C2=Nc3cccc(Cl)c3CN2C1=S	100	58	77	101	108	117	69	86	90
O=C1N=c2cc3c(cc2=C/C1=C/c1sc(=S)n(CCc2ccc(O)cc2)c1O)OCO3	106	74	97	100	114	101	100	·	95
C/C(=N\N=C(N)N)c1ccc(NC(=O)Nc2ccc(/C(C)=N/N=C(N)N)cc2)cc1	87	90	87	75	80	88	80	61	·
COc1ccc(/C=C2/CN(CCC#N)C/C(=C\c3ccc(OC)cc3)C2=O)cc1	-14*	-44*	-57*	-33*	16	5.3*	9.7*	-28*	-12*
CC[N+](C)(CC)CCO	99	92	98	99	95	112	108	·	102
O=C(O)C(CCCc1ccccc1)C(=O)O	115	99	116	125	103	131	106	113	105
O=C(Cn1c2c(sc1=O)[C@H]1[C@@H](O)[C@@H](O)[C@H](O)[C@@H]1CS2)Nc1nccs1	101	86	113	101	113	116	94	100	104
O=c1sc2ncnc3ncn(c1=O)c32	40	43	93	39	48	55	44	80	82
CCN(c1ccc(OC)cc1)c1nc(-c2ccc(Br)cc2)cs1	90	99	102	100	108	104	103	100	97
CCOC(=O)CC1CCCCC1	101	85	99	102	106	·	114	102	92
COc1cc(N2C(=O)[C@H](O)C2c2ccc(SC)cc2)cc(OC)c1OC (stereo partly drawn)	11	43	29	10	41	3.7*	16	14	22
Cc1cccc(OCc2ccccc2)n1	109	81	106	119	95	116	94	106	107
COc1cc(-c2nc(-c3nnc(-c4ccc(F)c(Cl)c4)o3)c3ccccn23)cc(OC)c1OC	46	30	44	37	57	41	37	32	56
Brc1cnc2[nH]cc(-c3csc(-c4c[nH]c5ncccc45)n3)c2c1	67	46	85	94	83	·	94	84	78
CCCCCCCCCCCC(=O)N(CCCC)CCCC	98	90	99	97	99	104	102	94	86
O=c1[nH]c(=O)c2[nH]c(=O)n(-c3ccccc3)c2[nH]1	98	82	112	119	94	116	87	98	86
c1ccc(-c2cnc(C3CCCCC3)o2)cc1	104	99	·	95	97	127	101	97	97
COc1ccc(OC)c(NC(=O)CSC(N)=O)c1	104	88	87	102	101	104	96	96	89

# Later entries
compound	786-0	UO-31	SN12C	SF-295	TK-10	DU-145	SF-539	U251	PC-3
Clc1ccc(-n2cnc3c(Nc4ccccn4)nc(Cl)nc32)c(Cl)c1	102	79	93	93	110	109	106	101	91
C=C(C)[C@@H]1CC[C@]2(C(=O)N3CCN(C)CC3)CC[C@]3(C)[C@H](CC[C@@H]4[C@@]5(C)C/C(=C/O)C(=O)C(C)(C)[C@@H]5CC[C@]43C)[C@@H]12	105	87	96	106	108	113	104	99	87
Cc1ccc(N=Nc2c(Nc3ccccc3)[nH][nH]c2=O)cc1	100	90	97	97	97	109	108	102	102
CC(C)[N+](C)(CCOC(COc1ccccc1)COc1ccccc1)C(C)C	102	89	65	99	94	106	100	84	73
O=[N+]([O-])CC(O)c1ccc2ccccc2n1 (stereo not drawn)	97	53	99	98	·	104	107	103	·
COc1ccc(OC)c(/C=C/C(=O)c2ccc(Nc3ncnc4cc(OC)c(OC)cc34)cc2)c1	93	95	98	99	117	102	102	81	93
Nc1ccccc1Nc1ccc([N+](=O)[O-])c2nonc12	101	83	92	101	137	108	94	92	84
CC(C)(COC(=O)COc1ccc(Cl)cc1Cl)[N+](=O)[O-]	97	95	·	99	91	109	95	93	70
CCCNC(=O)c1ccccc1O	100	81	98	97	95	100	98	101	97
C=C(C)[C@@H]1CC[C@]2(C(=O)NCCCCCCCCCCCCCCC)CC[C@]3(C)[C@H](CC[C@@H]4[C@@]5(C)C/C(=C/c6ccco6)C(=O)C(C)(C)[C@@H]5CC[C@]43C)[C@@H]12	103	95	96	101	92	111	101	95	88
Cc1c(/C=N\Nc2ccccc2)[nH]c(=O)[nH]c1=O	72	89	101	93	103	109	102	95	104
OC1COC(O)(CNCCc2c[nH]c3ccc(OCc4ccccc4)cc23)C(O)C1O (stereo not drawn)	108	84	96	95	110	114	91	101	85
COc1ccc(N2C(=O)CS/C2=N/N=C(\C)c2cc3ccccc3oc2=O)cc1	102	90	92	100	115	99	94	102	89
CC(=O)OCC1OC(n2ccc(=S)[nH]c2=O)C(OC(C)=O)C1OC(C)=O (stereo not drawn)	105	92	103	·	125	117	99	106	99
O=c1cc(CO)occ1O	109	94	95	100	119	107	114	105	75

# Entries of single compounds, quoted from the list. Values in the order: 786-0 | UO-31 | SN12C | SF-295 | TK-10 | DU-145 | SF-539 | U251 | PC-3
# Nc1ccccc1Nc1ccc([N+](=O)[O-])c2nonc12 across the screens: 101 | 83 | 92 | 101 | 137 | 108 | 94 | 92 | 84
# CC(C)(COC(=O)COc1ccc(Cl)cc1Cl)[N+](=O)[O-] across the screens: 97 | 95 | · | 99 | 91 | 109 | 95 | 93 | 70
# CC(=O)OCC1OC(n2ccc(=S)[nH]c2=O)C(OC(C)=O)C1OC(C)=O (stereo not drawn) across the screens: 105 | 92 | 103 | · | 125 | 117 | 99 | 106 | 99
# Clc1ccc(-n2cnc3c(Nc4ccccn4)nc(Cl)nc32)c(Cl)c1 across the screens: 102 | 79 | 93 | 93 | 110 | 109 | 106 | 101 | 91
# Cc1ccc(N=Nc2c(Nc3ccccc3)[nH][nH]c2=O)cc1 across the screens: 100 | 90 | 97 | 97 | 97 | 109 | 108 | 102 | 102
